# Screens (PubChem BioAssay)
# Wnt act – activates Wnt/beta-catenin signaling in a reporter cell assay; 300,000 tested, 1.2% active; activator, plate reader; activation, % at 9.35 µM; in the data active means activation above about 30%, passing the limit was not always enough; inconclusive means no clear call, values can overlap the other calls;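 further: 0% = neutral control wells and 100% = positive control wells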
# Rtt109 Vps75 – inhibitors of Candida albicans Rtt109/Vps75 histone acetyltransferase | purified Rtt109/Vps75, ThioGlo CoA-SH fluorescence, 4 h | inhibition, % at 34.9 µM | Q5AAJ8 | 330,000 tested, 0.16% active;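 active means inhibition of at least 50% in every replicate; inconclusive means best replicate reaches 50% inhibition but some replicates fall short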
# Target sequence (Q5AAJ8 whole entry, looked up): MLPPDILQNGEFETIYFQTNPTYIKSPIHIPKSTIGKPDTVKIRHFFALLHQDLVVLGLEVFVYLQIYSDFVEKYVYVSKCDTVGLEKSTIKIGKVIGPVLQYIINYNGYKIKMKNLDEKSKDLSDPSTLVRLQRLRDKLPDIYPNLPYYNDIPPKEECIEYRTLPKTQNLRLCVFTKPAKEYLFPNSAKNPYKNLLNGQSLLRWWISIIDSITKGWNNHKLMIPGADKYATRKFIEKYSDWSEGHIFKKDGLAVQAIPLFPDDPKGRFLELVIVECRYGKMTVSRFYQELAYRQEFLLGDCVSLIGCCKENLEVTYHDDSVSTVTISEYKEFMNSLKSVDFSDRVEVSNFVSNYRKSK
# CDK5 p35 inh – blocks human CDK5/p35 kinase activity | Q00535+Q15078 | Recombinant CDK5/p35, ADP-Glo luminescence, 60 min | inhibition, % at 10 µM | 330,000 tested, 0.01% active;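 active means highest replicate inhibition of at least 50% and at least 75% of replicates reaching 50%; inconclusive means only one of the two criteria met; inactive means both criteria failed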;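 further: plate controls were DMSO neutral control for no effect and GW8510 at 10 µM for full effect; many of its hits are not listed in these tables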
# cardiac RTF act – cardiac RTF calcium sensitization; IANBD-labeled TnC RTF fluorescence at EC20 calcium; 0% EC20 calcium, 100% full calcium; P19429+P45379; AID 493008; activation, % at 7.2 µM; 340,000 tested, 0.24% active;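 active means activation above the mean over all tested compounds plus 3 SD, cut at about 30% in these data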;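 further: rise in fluorescence read as greater calcium sensitivity of cardiac thin filaments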
# CAL PDZ FP-1 – blocks peptide binding to the human CAL PDZ domain | Q9HD26 | purified CAL PDZ, TMR-peptide fluorescence polarization, 1 h | inhibition, % at 24.9 µM | 300,000 tested, 0.92% active | AID 602252;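 active means mean inhibition of at least 30% with at least half of replicates also reaching 30%; inconclusive means no clear call, values can overlap the other calls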;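 further: 0% = DMSO neutral control and 100% = excess unlabeled competitor peptide PRC23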
# dFosB activator – mouse delta FosB homodimer activation; P13346; purified delta FosB, TAMRA-CDK5 oligo fluorescence polarization; percent of positive-control signal above neutral wells; activation, % at 25 µM; 340,000 tested, 0.99% active; AID 493131;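 active means mean activation above about 17%, with every replicate also reaching it, limit read from the data, passing the limit was not always enough; inconclusive means only one of the two conditions met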;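 further: fluorescence polarization rise as delta FosB binds a TAMRA Cdk5 AP-1 oligo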
# Target sequence (P13346 whole entry, looked up): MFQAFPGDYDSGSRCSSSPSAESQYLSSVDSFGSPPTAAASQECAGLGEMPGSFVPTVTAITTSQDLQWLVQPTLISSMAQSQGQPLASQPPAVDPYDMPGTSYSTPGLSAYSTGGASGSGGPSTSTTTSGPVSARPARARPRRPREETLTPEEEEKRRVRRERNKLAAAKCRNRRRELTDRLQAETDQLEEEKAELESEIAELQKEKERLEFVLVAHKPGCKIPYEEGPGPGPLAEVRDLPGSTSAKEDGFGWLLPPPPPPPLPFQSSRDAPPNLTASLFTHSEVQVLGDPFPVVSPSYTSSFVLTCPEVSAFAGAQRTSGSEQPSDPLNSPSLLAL
# V-ATPase pHluor – regulators of yeast V-ATPase proton transport | S. cerevisiae, pHLuorin cytosolic pH fluorescence | response, % at 10 µM | 350,000 tested, 0.37% active; in the data active means response mostly above about 7.3%, no sharp cut-off; inactive means mostly below about 5.4%; further: actives read high; inactives centre near 0; some compounds called inactive have numbers as strong as hits; reference of the scale not given here
# Tat export inh – blocks Tat-dependent protein export in E. coli. E. coli MC4100 TorA-mCherry Tat export, fluorescence. inhibition, % at 10 µM. 340,000 tested, 0.036% active;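 active means mean replicate inhibition at least 50% and at least half of replicates individually reaching 50%; inconclusive means only one of the two criteria met; inactive means neither criterion met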;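 further: exported cargo escapes ClpAP degradation while cytoplasmic cargo is degraded and loses fluorescence; 0% = median of neutral control wells and 100% = median of NaSCN control wells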
# CAL PDZ FP-2 – blocks peptide binding to human CAL PDZ domain. Q9HD26. inhibition, % at 20 µM. 330,000 tested, 0.02% active. AID 504414. purified CAL PDZ, TMR-peptide fluorescence polarization, 1 h;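 active means highest replicate inhibition of at least 40%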;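 further: plate controls were DMSO neutral control wells for no effect and unlabeled competitor peptide control wells for full effect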
#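 Material: tagged CAL PDZ domain; buffer or medium: 25 mM sodium phosphate pH 7.4, 150 mM NaCl, TCEP, IgG, Thesit; compound dosing: single point, 20 µM; schedule: 1 h incubation at room temperature before polarization reading; measured by: FP readout, S and P plane fluorescence; read-out basis: percent inhibition from loss of millipolarization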
# MITF TRPM1 HTS – activators of MITF-driven TRPM1 promoter activity in SK-MEL-5 cells; SK-MEL-5 TRPM1-promoter luciferase, 24 h; % of positive control, neutral wells = 0; activation, % at 12.5 µM; 300,000 tested, 0.75% active;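 active means mean activation of at least 80% with every replicate also reaching 80%; inconclusive means mean reaches 80% but some replicate falls short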;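 further: 0% = neutral control wells and 100% = parthenolide positive control wells; values of inactives mirror those of a sister screen read the other way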
# Numbers without * were called inactive; ? = inconclusive; · = no result given.
SMILES,Wnt act,Rtt109 Vps75,CDK5 p35 inh,cardiac RTF act,CAL PDZ FP-1,dFosB activator,V-ATPase pHluor,Tat export inh,CAL PDZ FP-2,MITF TRPM1 HTS
COc1ccc2c(c1)C(c1ccccc1)=NNC(c1ccco1)=N2,0,11,-7.1,4,-1,-11,-1,-5,-2.8,-2
Cc1ccc(NC(=O)C2CCCN(S(=O)(=O)c3cccs3)C2)cc1 (stereo unspecified),-1,3,0.4,2,-1,-9,1,-7,0.2,-8
COC(=O)c1ccccc1S(=O)(=O)N(CCCN1CCOCC1)Cc1cccs1,1,8,-1.2,1,0,1,3,-7,·,3
COC(=O)c1ccc(-c2noc(CN3CCCC(CNC(C)=O)C3)n2)cc1 (stereo unspecified),0,-7,-2.7,1,7,-10,0,0,0.6,1
COc1ccc(C(CNC(=O)c2cccc(Br)c2)N2CCCC2)cc1 (stereo unspecified),·,6,0.3,0,1,-2,0,-2,-2.2,5
CC(C)C[C@H](NC(=O)OC(C)(C)C)C(=O)N1CCC(C(=O)N[C@@H](Cc2c[nH]c3ccccc23)C(=O)O)CC1,-1,0,-1.5,10,-1,-6,2,-3,-0.9,-3
Cc1cnc(C(=O)OCC(=O)Nc2cc(Cl)ccc2C#N)cn1,-5,2,1.4,-4,·,-1,0,-7,-0.3,-15
Cc1cccc(C)c1NC(=S)N(CCCN1CCCCC1)Cc1ccco1,0,12,-1.0,-1,·,-4,2,0,0.2,-12
C=CCNC(=O)c1ccccc1S(=O)c1ccccc1C#N (stereo unspecified),·,-1,-1.1,1,-5,8,0,-3,0.4,-4
Cc1ccc(-n2nc(C)c3c(C)c(CCC(=O)O)c(C)nc32)cc1C,2,-2,-0.6,7,-3,-7,0,-4,-1.6,-11
O=C(O)c1ccc(N=Nc2c(-c3ccccc3)[nH]oc2=O)cc1,15,-1,-0.6,0,-1,1,3,5,-0.2,21
CC(CN1CCOCC1)OC(=O)c1ccccc1 (stereo unspecified),3,-8,4.0,5,·,0,-5,4,-0.5,-6
O=C(NCC1OCCc2ccccc21)C1COc2ccccc2O1 (stereo unspecified),·,0,0.7,0,-2,5,-4,16,-1.7,-1
Cc1ccccc1C(=O)N1CCC(C(=O)Nc2ccc(C)c(S(=O)(=O)N3CCCCC3)c2)CC1,-1,0,-1.6,-2,-4,-12,2,-4,-0.8,·
COc1ccccc1NC(=O)c1ccc(Cl)c(S(=O)(=O)N2CCOCC2)c1,1,15,3.1,-3,-3,0,1,-1,-0.7,-13
Cc1sc2ncnc(N3CCC(C(=O)Nc4cc(C(F)(F)F)ccc4OCC(F)(F)F)CC3)c2c1C,-3,5,1.6,-2,-6,4,4,7,-1.6,-8
O=C(CCS(=O)(=O)c1cccc2nsnc12)N1CCN(Cc2ccc3c(c2)OCO3)CC1,·,-8,0.1,3,-9,4,0,0,-0.6,4
Nc1nc2ccc([N+](=O)[O-])c(N)c2s1,·,-4,-0.4,-5,-5,-7,-3,?,-1.5,8
CC(=O)Nc1ccc(SCC(=O)N(C)CC(=O)Nc2ccccc2Cl)cc1,0,3,1.0,-3,-7,-7,2,-1,-0.9,0
CCC(C(=O)Nc1cc(C)nn1-c1nc(C)cc(C)n1)c1ccccc1 (stereo unspecified),-1,19,2.0,0,0,-14,-1,5,-2.1,1
COc1ccc(CNC(=O)CN(c2ccc(C)cc2)S(=O)(=O)c2c(C)nn(C)c2C)cc1,-1,-4,2.9,-7,-1,-4,2,0,-0.5,2
CCN(CC(=O)N1CCCCCC1)S(=O)(=O)c1ccc(C)cc1,-1,3,-2.2,-1,-1,6,5,6,0.0,·
O=C(NCC1CCCO1)C(=O)N/N=C/c1cc(Cl)ccc1O (stereo unspecified),-6,6,2.2,-3,1,1,-2,4,-0.3,1
COC(=O)CNS(=O)(=O)c1ccc(C)cc1,-3,4,-0.1,-2,-8,0,-4,3,-4.4,6
COc1ccc(OC)c(NC(=O)CCCNC(=O)c2ccc(Cl)cc2)c1,4,-1,0.4,-1,-3,-10,1,-2,-0.8,8
S=C(N/N=C/c1ccc2c(c1)OCO2)NC1CC2CCC1C2 (stereo unspecified),10,1,0.3,·,-5,-1,2,-2,-0.7,·
CC1CCCN(C2(O)C(=O)Nc3c(C(F)(F)F)cccc32)C1 (stereo unspecified),-2,·,0.5,-1,6,1,1,-4,-2.8,1
CC(NC(=O)c1cc(-c2ccncc2)nc2ccc(Cl)cc12)C1CCCO1 (stereo unspecified),-8,0,-2.4,1,-6,-13,-2,-2,0.2,8
O=C(COc1ccccc1Br)N1CCN(c2ccccc2)CC1,5,6,0.7,-1,-2,-6,7,8,-0.3,6
Cn1c(Cn2nnc3ccccc32)nnc1SCC(=O)Nc1ccc2c(c1)OCO2,-2,4,0.6,6,-1,7,4,15,-0.1,-2
CCOc1ccc(C(=O)NCC(=O)OCC(=O)N(C)CC(=O)Nc2ccccc2CC)cc1OCC,-1,-9,-1.5,-8,2,-3,-2,-5,-1.8,-2
CCS(=O)(=O)NCC(c1ccco1)N1CCN(c2ccc(F)cc2)CC1 (stereo unspecified),-5,-11,3.3,2,0,-11,3,3,0.6,-5
O=C(NCCc1c[nH]c2ccccc12)C(F)(F)F,1,0,-1.3,2,-4,13,-4,-6,·,0
Nc1ccc(-n2nncc2-c2ccco2)cc1,·,-2,-7.3,2,·,-5,-3,-3,-2.8,8
CC(C)N1CCC(NC(=O)Nc2ccccc2)CC1,·,0,1.0,7,1,-2,0,-6,0.3,-15
O=C(O)CCCc1ccc2ccc3cccc4ccc1c2c34,2,1,-1.7,-1,-1,-7,-2,0,·,4
O=[N+]([O-])c1cc(Cl)ccc1Oc1ccc(-c2nnco2)cc1,0,2,-1.9,-1,-2,-2,4,-9,-2.1,-18
Cc1ccc(OCCCC(=O)Nc2ccc(N3CCOCC3)cc2)cc1,·,-10,3.2,0,-4,-9,1,-4,-3.6,-3
O=C(c1ccncc1)N1CCN(S(=O)(=O)c2ccc(F)cc2)CC1,2,28,-0.9,2,-4,0,4,-3,-0.7,-8
Oc1c(Cl)cc(Cl)cc1CNc1ccccn1,-1,-1,-0.2,2,-7,-5,-2,1,-0.3,·
COc1cccc(NS(=O)(=O)c2ccc(NC(C)=O)cc2)c1,-3,1,-2.0,-1,-4,-4,-2,-4,-1.9,6
O=C1CCc2cc(S(=O)(=O)Nc3cccc(F)c3)cc3c2N1CC3,3,-3,-0.4,-5,-1,8,5,3,-3.7,-5
O=C(NCc1ccccc1Cl)c1cc(C(=O)C2CC2)c[nH]1,1,-1,-0.7,-6,2,2,3,0,-0.6,-6
Cc1ccc2cc3c(NC(=O)c4ccco4)nn(C)c3nc2c1,·,2,0.2,-4,-7,-3,-1,9,-2.7,-15
Cc1occc1C(=O)Nc1cccc(S(=O)(=O)N2CCOCC2)c1,1,3,-4.2,1,-1,6,-3,-13,-2.0,-3
COc1ccccc1NC(=O)C(=O)NCCC1CCCCN1S(=O)(=O)c1ccc(F)cc1 (stereo unspecified),0,5,-2.2,-4,·,-2,-4,-1,-2.6,-4
COCCCNC(=O)/C(C#N)=C/c1c(N2CCN(c3cccc(Cl)c3)CC2)nc2c(C)cccn2c1=O,0,-149,2.5,4,-2,-12,2,-1,0.4,1
CC(C)(C)c1ccc(C(=O)OCCNC(=O)c2c(Cl)nc3ccccn23)cc1,0,36,-0.6,-2,-8,-15,-2,21,-2.1,·
CSc1ncccc1C(=O)OCC(=O)c1cccc(Br)c1,-2,-4,-3.1,-1,0,-15,-2,0,0.1,3
NS(=O)(=O)c1cccc(NC(=O)COC(=O)Cc2ccc(S(=O)(=O)N3CCOCC3)s2)c1,17,-12,-0.1,-1,-5,-4,3,-10,-1.1,1
# Carrying on:
SMILES,Wnt act,Rtt109 Vps75,CDK5 p35 inh,cardiac RTF act,CAL PDZ FP-1,dFosB activator,V-ATPase pHluor,Tat export inh,CAL PDZ FP-2,MITF TRPM1 HTS
CCc1ccc(NC(=O)c2cc(C)on2)cc1,0,-5,0.3,-9,-1,-2,-4,8,·,?
COC(=O)Cn1c(=NC(=O)c2sc3ccccc3c2Cl)sc2cc(S(N)(=O)=O)ccc21,-4,-8,-0.4,0,-2,-2,-3,-6,-1.5,-6
O=C(NCc1ccccc1CN1CCCC1)C1CCN(S(=O)(=O)c2ccc(F)c(F)c2)CC1,-5,8,0.1,4,5,-5,-4,-5,0.7,23
O=C1Nc2cc3c(cc2Sc2ccccc21)OCCO3,·,11,1.3,-6,2,5,8,1,0.6,-6
CN1CCC(N(C)C(=O)NC2CCCCC2)CC1,1,2,-0.3,1,5,-3,0,-1,0.5,3
CC(=O)Nc1ccc(NC(=O)CN2CCCC(C)C2)c(Cl)c1 (stereo unspecified),·,-2,0.3,2,-3,-3,6,2,-0.3,34
COCCCNc1nc(=S)[nH]c2cc(OC)c(OC)cc12,·,3,-1.1,0,-4,-5,4,8,-0.3,-6
